PV pol inh: poliovirus RNA polymerase inhibition. P03300. poliovirus polymerase elongation, fluorescence polarization; stronger effect = lower value. % elongation, % (compound at 16.7 µg/mL). actives 0.66% (n = 150,000). AID 588519; in the data active = % elongation below about 90%; also: some results filed as inactive read as strong as hits
Target sequence (P03300 1749-2209 limits assumed): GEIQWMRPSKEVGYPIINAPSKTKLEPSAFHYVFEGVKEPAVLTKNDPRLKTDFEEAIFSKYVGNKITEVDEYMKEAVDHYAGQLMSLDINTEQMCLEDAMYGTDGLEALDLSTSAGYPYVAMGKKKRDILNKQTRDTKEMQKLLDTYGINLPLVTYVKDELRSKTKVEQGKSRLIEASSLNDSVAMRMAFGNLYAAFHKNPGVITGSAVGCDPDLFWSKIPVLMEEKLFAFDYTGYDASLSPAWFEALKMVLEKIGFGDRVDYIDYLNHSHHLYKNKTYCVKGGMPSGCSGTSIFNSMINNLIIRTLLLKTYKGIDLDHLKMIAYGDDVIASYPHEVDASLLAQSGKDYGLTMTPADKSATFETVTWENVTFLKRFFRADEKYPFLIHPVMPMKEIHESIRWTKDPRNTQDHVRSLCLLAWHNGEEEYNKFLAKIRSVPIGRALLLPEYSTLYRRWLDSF
PV pol inh FP z-score: further read-out of PV pol inh, marked with its call; z-score; measured here: FP z-score; hits read low
The depositor's hits bear a star; & = joins results of further samples.

What do the screens show for `Cc1ccc(C2C=C(c3ccc(Cl)cc3)Nc3nc(NC(=O)CCC(=O)O)nn32)cc1` (configuration not stated)?
PV pol inh: 84; PV pol inh FP z-score: -3

Results for CNC(=S)N1CCCC1C(=O)Nc1ccc(Cl)cc1 (configuration not stated) ?
PV pol inh: 102; PV pol inh FP z-score: 1.2

Results for O=C(Nc1ccccc1)c1cc2n(n1)C(C(F)(F)F)CC(c1ccco1)N2 (configuration not stated) ?
PV pol inh: 101; PV pol inh FP z-score: -0.3

How did CN1CCN(CCNC(=O)c2cnn(-c3ccc(F)cc3)c2C2CCN(C(=O)OC(C)(C)C)CC2)CC1 do in these assays?
PV pol inh: 106; PV pol inh FP z-score: -0.2

How did CC(C)(C)CC(=O)NC(=S)Nc1ccccc1 do in these assays?
PV pol inh: 101; PV pol inh FP z-score: 0.4

What do the screens show for `O=C(CC1CCCC1)N1CCCC(c2nc3c(nnn3Cc3ccccc3)c(=O)[nH]2)C1` (configuration not stated)?
PV pol inh: 103; PV pol inh FP z-score: 0.7

How did CCCCNS(=O)(=O)c1cccs1 do in these assays?
PV pol inh: 103; PV pol inh FP z-score: 0.2

What do the screens show for `N#CCc1nc(-c2ccc(C(F)(F)F)cc2)n[nH]1`?
PV pol inh: 102; PV pol inh FP z-score: -0.2

What do the screens show for `CCOc1ccccc1CNCc1c(C(=O)O)n(Cc2ccc(F)cc2)c2cc(C)ccc12`?
PV pol inh: 111; PV pol inh FP z-score: 0.7

How did COc1ccc(C(=O)NCc2ccc3c(c2)OCO3)cc1 do in these assays?
PV pol inh: 101; PV pol inh FP z-score: -0.2

What do the screens show for `CCN(CC)c1ccc(C(=O)N2CCc3c([nH]c4ccccc34)C2c2ccc(F)cc2)cc1` (configuration not stated)?
PV pol inh: 109; PV pol inh FP z-score: 0.3

What do the screens show for `CCCN1CC=C2C(C#N)=C(N)C(C#N)(C#N)C(c3cccc(OC)c3)C2C1` (configuration not stated)?
PV pol inh: 86; PV pol inh FP z-score: -2.7

Results for Nc1cc(C(F)(F)F)c[nH]c1=O ?
PV pol inh: 102; PV pol inh FP z-score: 0.2

How did CC(=O)NC(C)C(=O)N1CCc2ccccc2C1 (configuration not stated) do in these assays?
PV pol inh: 108; PV pol inh FP z-score: 0.9

How did CCn1c(=O)cc(SCC(=O)N2CCN(c3cc(C)ccc3C)CC2)c2ccccc21 do in these assays?
PV pol inh: 110; PV pol inh FP z-score: 0.9

Results for Cc1ccc(CCn2c(C)c(C)c3ccccc32)cn1 ?
PV pol inh: 97; PV pol inh FP z-score: -1

How did Cc1ccc(-n2nc3c(c2NC(=O)Cc2ccccc2)CSC3)c(C)c1 do in these assays?
PV pol inh: 99; PV pol inh FP z-score: -0.5

Results for COc1ccc(OCCSc2nnc(C(F)(F)F)n2N)cc1 ?
PV pol inh: 105; PV pol inh FP z-score: 0.3

Results for O=C1/C(=C/c2ccc(F)c(F)c2)CCC/C1=C\c1ccc(F)c(F)c1 ?
PV pol inh: 101; PV pol inh FP z-score: 0.2

Results for COc1cccc(Nc2nnc(-c3cc4cccc(OC)c4oc3=O)s2)c1 ?
PV pol inh: 104; PV pol inh FP z-score: 0.7

Part of the list above in order of SMILES length, largest number first.
Results for O=C1/C(=C/c2ccc(F)c(F)c2)CCC/C1=C\c1ccc(F)c(F)c1 ?
PV pol inh: 101; PV pol inh FP z-score: 0.2

How did Cc1ccc(-n2nc3c(c2NC(=O)Cc2ccccc2)CSC3)c(C)c1 do in these assays?
PV pol inh: 99; PV pol inh FP z-score: -0.5

Results for COc1cccc(Nc2nnc(-c3cc4cccc(OC)c4oc3=O)s2)c1 ?
PV pol inh: 104; PV pol inh FP z-score: 0.7

Results for Cc1ccc(CCn2c(C)c(C)c3ccccc32)cn1 ?
PV pol inh: 97; PV pol inh FP z-score: -1

How did CC(=O)NC(C)C(=O)N1CCc2ccccc2C1 (configuration not stated) do in these assays?
PV pol inh: 108; PV pol inh FP z-score: 0.9

New compounds follow:
Results for CCNS(=O)(=O)c1ccc(NC(=O)Nc2cccc(Cl)c2Cl)cc1 ?
PV pol inh: 100; PV pol inh FP z-score: 0.2

Results for Cc1cc(C)cc(Nc2cc(C(=O)NCc3ccccc3)c3ccccc3n2)c1 ?
PV pol inh: 106; PV pol inh FP z-score: -0.4

Results for COc1ccccc1Nc1ncc(C(=O)NCCc2ccc(OC)c(OC)c2)c2ccccc12 ?
PV pol inh: 101; PV pol inh FP z-score: 0.1

What do the screens show for `CCC(C(=O)OC)n1cnc2c(cnn2-c2ccc(F)cc2)c1=O` (configuration not stated)?
PV pol inh: 108; PV pol inh FP z-score: 0.4

How did Cc1ccc(/C=C/c2onc(C)c2S(=O)(=O)N2CCC(C(=O)Nc3ccc(OC(F)(F)F)cc3)CC2)cc1 do in these assays?
PV pol inh: 104; PV pol inh FP z-score: -0.7

How did COc1ccccc1/C=C(/C(=O)O)c1ccccc1 do in these assays?
PV pol inh: 102; PV pol inh FP z-score: -0.1

What do the screens show for `Cc1ccc(CNC(=O)C2CNc3cc(C)ccc3O2)cc1` (configuration not stated)?
PV pol inh: 103; PV pol inh FP z-score: 0.7

How did COCCNS(=O)(=O)c1ccc2c(c1)Cc1cc(S(=O)(=O)NCCOC)ccc1-2 do in these assays?
PV pol inh: 102; PV pol inh FP z-score: 0.4

How did CCc1c2c(nn1-c1cc(Cl)ccc1OC)CCCC2=O do in these assays?
PV pol inh: 101; PV pol inh FP z-score: -0.4

What do the screens show for `CC(=O)c1ccc(N2CCN(S(=O)(=O)c3ccc(-c4coc(C)n4)cc3)CC2)cc1`?
PV pol inh: 112; PV pol inh FP z-score: 1

What do the screens show for `COc1ccccc1C(=O)Nc1cnn(Cc2ccccc2C)c1`?
PV pol inh: 101; PV pol inh FP z-score: 0.2

What do the screens show for `COc1ccc(-c2ccc(=O)[nH]n2)cc1OC`?
PV pol inh: 101; PV pol inh FP z-score: -0.7

What do the screens show for `Cc1ccc(OC(C)C(=O)N(C)c2ccccc2)cc1` (configuration not stated)?
PV pol inh: 102; PV pol inh FP z-score: 0.3

How did CC1CCCN(Cc2cn3c(-c4cccc(Br)c4)nnc3s2)C1 (configuration not stated) do in these assays?
PV pol inh: 106&102; PV pol inh FP z-score: -0.2&0.4

Results for c1cc2c(cc1C1CCCN1)OCCCO2 (configuration not stated) ?
PV pol inh: 103; PV pol inh FP z-score: 0.1

How did COc1ccc(Nc2ncc3c(n2)CCN(Cc2cc(Br)cs2)C3)c(OC)c1 do in these assays?
PV pol inh: 106; PV pol inh FP z-score: 0

How did O=C(NC1CC1)c1ccc2c(c1)N(Cc1ccccc1)C(=O)CS2 do in these assays?
PV pol inh: 99; PV pol inh FP z-score: -1

Results for CSc1cccc(NS(=O)(=O)c2ccc(-n3cccn3)cc2)c1 ?
PV pol inh: 99; PV pol inh FP z-score: -0.3

How did O=C(NCCc1ccccc1)c1ccc(CSc2nc3ccncc3n2Cc2ccccc2)cc1 do in these assays?
PV pol inh: 112; PV pol inh FP z-score: 0.4

Results for Cn1c(SCc2ccccc2Cl)nc(=O)c2c1NC(=O)CC2c1cc(F)ccc1F (configuration not stated) ?
PV pol inh: 102; PV pol inh FP z-score: -1.1

How did CCOc1ccc(-n2c(-c3ccc(Br)cc3)cc3c2CC(C)(C)CC3=O)cc1 do in these assays?
PV pol inh: 110; PV pol inh FP z-score: 0.9

What do the screens show for `O=C(CSc1ccccn1)N1CCN(c2ccccc2)CC1`?
PV pol inh: 106; PV pol inh FP z-score: 0.3

What do the screens show for `COc1ccc(CCNc2ncnc3c2cnn3-c2ccc(C)cc2)cc1`?
PV pol inh: 108; PV pol inh FP z-score: 0.2

Results for CCCS(=O)(=O)c1c(Nc2ccccc2C)sc(C(=O)c2ccccc2)c1N ?
PV pol inh: 104; PV pol inh FP z-score: -0.3

Results for NC(=O)C1CCN(C(c2ccccc2)c2nnnn2Cc2ccccc2)CC1 (configuration not stated) ?
PV pol inh: 101; PV pol inh FP z-score: -0.3

What do the screens show for `Cn1c(C(=O)NCc2ccc(F)cc2)cc2c(=O)n(C)c3ccccc3c21`?
PV pol inh: 106; PV pol inh FP z-score: 0.3

How did COc1cc(CN2CCc3nc(N4CCN(c5ccccn5)CC4)ncc3C2)cc(OC)c1OC do in these assays?
PV pol inh: 102; PV pol inh FP z-score: -0.6

How did N#CCCOc1ccccc1 do in these assays?
PV pol inh: 99; PV pol inh FP z-score: -0.2

What do the screens show for `COc1ccc(/C=C/C(=O)NC2CCN(Cc3ccccc3)CC2)cc1OC`?
PV pol inh: 104; PV pol inh FP z-score: 1.2

What do the screens show for `CCOC(=O)C1=C(CSCc2ccccc2)NC(=O)NC1CC` (configuration not stated)?
PV pol inh: 98; PV pol inh FP z-score: -0.4

Pulled one by one from above:
What do the screens show for `CCCN1CC=C2C(C#N)=C(N)C(C#N)(C#N)C(c3cccc(OC)c3)C2C1` (configuration not stated)?
PV pol inh: 86; PV pol inh FP z-score: -2.7

Results for c1cc2c(cc1C1CCCN1)OCCCO2 (configuration not stated) ?
PV pol inh: 103; PV pol inh FP z-score: 0.1

What do the screens show for `Cc1ccc(CNC(=O)C2CNc3cc(C)ccc3O2)cc1` (configuration not stated)?
PV pol inh: 103; PV pol inh FP z-score: 0.7

How did CN1CCN(CCNC(=O)c2cnn(-c3ccc(F)cc3)c2C2CCN(C(=O)OC(C)(C)C)CC2)CC1 do in these assays?
PV pol inh: 106; PV pol inh FP z-score: -0.2

Carrying on:
Results for CCc1cccc(NC(=O)CSc2ncc3c(n2)-c2ccccc2N(Cc2ccccc2C)S3(=O)=O)c1 ?
PV pol inh: 116; PV pol inh FP z-score: 0.7

What do the screens show for `COc1cc(O)cc(OC)c1`?
PV pol inh: 100; PV pol inh FP z-score: 0.4

Results for O=CN1CCN(C(=O)CSc2ncnc3sccc23)CC1 ?
PV pol inh: 99; PV pol inh FP z-score: -0.2

Results for Cc1ccc(Cn2c(=O)n(CCCCC(=O)NCCc3ccc(Cl)cc3)c(=O)c3ccccc32)cc1 ?
PV pol inh: 110; PV pol inh FP z-score: 1.2

Results for c1ccc(NCc2ccc3c(c2)OCO3)nc1 ?
PV pol inh: 100; PV pol inh FP z-score: -0.3

How did COc1cc(-c2cc(OC)c(C)cc2OC)c(OC)cc1C do in these assays?
PV pol inh: 106; PV pol inh FP z-score: 0.3

How did O=C(CN1C(=O)c2ccccc2C1=O)c1ccc(O)cc1O do in these assays?
PV pol inh: 102; PV pol inh FP z-score: -0.6

What do the screens show for `CCCCN(C1=NC2CS(=O)(=O)CC2S1)c1ccc(Cl)cc1` (configuration not stated)?
PV pol inh: 104; PV pol inh FP z-score: 0.5

Results for c1ccc(C2=Nn3c(nnc3C3COc4ccccc4O3)SC2)cc1 (configuration not stated) ?
PV pol inh: 94; PV pol inh FP z-score: -0.9

How did O=C(O)Cc1ccc2c(c1)CCCC2 do in these assays?
PV pol inh: 92; PV pol inh FP z-score: -2.7

What do the screens show for `COc1ccc(C2=Nc3ccc(C)cc3NC(c3ccc(Cl)cc3)=N2)cc1`?
PV pol inh: 102; PV pol inh FP z-score: -1.5

What do the screens show for `CS(=O)(=O)c1ccc(Cl)c(C(=O)OCc2nc3ccccc3s2)c1`?
PV pol inh: 99; PV pol inh FP z-score: -0.5

How did COC(=O)C1CCN(C(=O)Cc2ccc(C)cc2)CC1 do in these assays?
PV pol inh: 83*; PV pol inh FP z-score: -5.8*

Results for O=C(CSc1ccc(-c2cccs2)nn1)c1cccs1 ?
PV pol inh: 98; PV pol inh FP z-score: -0.9

Results for O=C(NCC12CC3CC(CC(C3)C1)C2)c1cc2nc(-c3ccc(Cl)cc3)cc(C(F)(F)F)n2n1 ?
PV pol inh: 104; PV pol inh FP z-score: 0.1

What do the screens show for `O=C(Nc1ccc(CN2CCCCC2)cc1)c1cccnc1Cl`?
PV pol inh: 102; PV pol inh FP z-score: 0.2

Results for O=C(Cc1csc(-c2ccccc2)n1)N(Cc1ccco1)Cc1cccs1 ?
PV pol inh: 97; PV pol inh FP z-score: -1.2

How did COc1ccc(CNC(=O)C(NS(=O)(=O)c2ccc3c(c2)oc(=O)n3C)C(C)C)cc1 (configuration not stated) do in these assays?
PV pol inh: 99; PV pol inh FP z-score: -0.7

What do the screens show for `CS(C)=C1C(=O)NC(=O)N(CCc2ccc(F)cc2)C1=O`?
PV pol inh: 104; PV pol inh FP z-score: 0.1

How did CC(=O)NS(=O)(=O)c1ccc(NC(=O)C2CC(=O)N(c3ccc(F)cc3)C2)cc1 (configuration not stated) do in these assays?
PV pol inh: 99; PV pol inh FP z-score: -1.1

How did CN1C(=O)/C(=C/C=C2/CCCN2C)N(C)C1=S do in these assays?
PV pol inh: 107; PV pol inh FP z-score: 1.4

What do the screens show for `O=C(N1CCN(c2ccccc2)CC1)n1ccnc1`?
PV pol inh: 101; PV pol inh FP z-score: 0

Results for Cc1ccc(N(O)C(=O)Nc2ccccc2)cc1 ?
PV pol inh: 104; PV pol inh FP z-score: 0.8

What do the screens show for `CCOCCn1cnc2sc(C(=O)Nc3ccccc3C(=O)OC)c(C)c2c1=O`?
PV pol inh: 106; PV pol inh FP z-score: 0.3

How did COc1ccc(-c2c(C)nn(-c3ccccc3)c2NC(C)=O)cc1OC do in these assays?
PV pol inh: 106; PV pol inh FP z-score: 0.4

What do the screens show for `Cn1c(C(=O)N2CCC(C(=O)O)CC2)cc2sccc21`?
PV pol inh: 103; PV pol inh FP z-score: 0.2

What do the screens show for `CCN(CC)C(=O)c1ccc2c(c1)N(Cc1ccccc1F)C(=O)c1ccccc1S2=O` (configuration not stated)?
PV pol inh: 108; PV pol inh FP z-score: 0.4

What do the screens show for `COc1cccc(NC(=O)c2cc3c(=O)n(Cc4cccnc4)ccc3nc2C)c1`?
PV pol inh: 107; PV pol inh FP z-score: 0.2

How did Cc1ccc(CC(=O)Nc2ccc(S(=O)(=O)NCc3ccco3)cc2)cc1C do in these assays?
PV pol inh: 104; PV pol inh FP z-score: 0.4

Results for COc1ccc(C=C2C(=O)OC(c3ccccc3)OC2=O)c(OC)c1OC (configuration not stated) ?
PV pol inh: 100; PV pol inh FP z-score: -0.1

Assay outcomes as filed in PubChem.

An excerpt; the hit share may differ from the screen's.
